m5-HT2A agonist: mouse HTR2A agonism via beta-arrestin recruitment | 360,000 compounds, 0.66% hits | AID 624169 | P35363 | activation, % at 7.6 µM | CHO-K1 mHTR2A beta-arrestin complementation, luminescence; percent of 30 µM serotonin response;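 active means activation above a run cutoff, the mean activation of all tested compounds plus 3 SD, cut at about 14% in these data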;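 further: 0% = plate median of compound wells and 100% = 30 µM serotonin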
Target sequence (P35363 whole entry, looked up): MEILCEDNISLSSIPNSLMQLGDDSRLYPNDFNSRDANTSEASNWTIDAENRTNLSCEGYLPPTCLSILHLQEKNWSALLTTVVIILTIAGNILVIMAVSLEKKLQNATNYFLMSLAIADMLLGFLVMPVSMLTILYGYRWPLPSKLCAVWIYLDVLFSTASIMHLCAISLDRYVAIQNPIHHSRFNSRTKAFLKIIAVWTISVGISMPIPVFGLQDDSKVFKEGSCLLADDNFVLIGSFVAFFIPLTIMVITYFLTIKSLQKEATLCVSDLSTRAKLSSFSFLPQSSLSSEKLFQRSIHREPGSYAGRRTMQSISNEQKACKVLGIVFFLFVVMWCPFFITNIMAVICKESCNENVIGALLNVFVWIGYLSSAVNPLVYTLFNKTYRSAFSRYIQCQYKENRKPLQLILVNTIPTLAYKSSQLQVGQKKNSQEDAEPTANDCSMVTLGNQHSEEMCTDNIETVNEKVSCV
PDI inh: inhibitors of human protein disulfide isomerase; PDI insulin aggregation turbidity, A650, 90 min; AID 588391; P07237; 350,000 compounds, 0.052% hits; inhibition, % at 10 µM;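 active means mean inhibition across replicates of 30% or more, whatever share of single replicates reach that level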;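 further: absorbance from insulin aggregation driven by PDI reduction with DTT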
CaV13 FRET inh: Primary screen for inhibitors of IQ motif and Ca2+-dependent inactivation inhibitor domain binding in CACNA1D, Förster resonance energy transfer in living cells, …; HEK cells, CFP/YFP FRET ICDI-IQ, plate reader, 10 min; percent FRET-ratio fall versus neutral wells; inhibition, % at 12.3 µM; 340,000 compounds, 0.098% hits;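 active means mean replicate inhibition of at least 30% and at least 1% of replicates passing that level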;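 further: 0% = median of the neutral control wells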
MC4R antagonist: antagonists of human melanocortin 4 receptor (MC4R); AID 540295; inhibition, % at 6.5 µM; 360,000 compounds, 0.48% hits; MC4R-expressing cells, MTII-stimulated cAMP, LANCE TR-FRET; P32245;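 active means inhibition above its plate's cutoff, the mean of tested wells on that plate plus 3 SD, cut at about 29% in these data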;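 further: 0% = Melanotan II alone and 100% = Melanotan II plus saturating MCL0020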
Target sequence (P32245 whole entry, looked up): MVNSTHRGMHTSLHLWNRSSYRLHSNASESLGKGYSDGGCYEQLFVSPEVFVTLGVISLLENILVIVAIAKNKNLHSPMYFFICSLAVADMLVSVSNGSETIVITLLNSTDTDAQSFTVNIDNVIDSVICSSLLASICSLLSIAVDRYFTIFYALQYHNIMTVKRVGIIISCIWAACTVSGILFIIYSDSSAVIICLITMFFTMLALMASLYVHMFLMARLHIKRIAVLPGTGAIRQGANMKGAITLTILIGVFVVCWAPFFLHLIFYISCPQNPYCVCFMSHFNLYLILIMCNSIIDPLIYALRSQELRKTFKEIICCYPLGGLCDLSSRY
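material = U2OS cells stably expressing human melanocortin 4 receptor (MC4R) | also added = Melanotan II challenge | dosing = single nominal compound dose of 6.5 µM | detection = TR-FRET with Eu-cAMP and labeled anti-cAMP, 671 nm | replication = singlicate | timing = compound 30 min, challenge 1 h, detection 1 h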
H9c2 protect: myocardial damage modulation in H9c2 cells. H9c2 cardiomyocytes, H2O2 injury protection, ATPLite, 2 h. AID 588492. protection from H2O2 cell death, % at 20 µM. 360,000 compounds, 0.63% hits;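 active means compounds giving at least 50% protection of heart cells from peroxide-induced death in the single-dose screen, raw or plate-pattern-corrected value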;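 further: 0% = DMSO wells with peroxide and 100% = DMSO wells without peroxide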
N-glyco inh: N-linked glycosylation inhibition | reporter increase, % at 12.5 µM | 360,000 compounds, 0.23% hits | D54 ERlucT glycosylation luciferase reporter, 24 h; percent of 100 nM tunicamycin response;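 active means mean luciferase reporter signal, scaled so untreated is 0 and the glycosylation-blocking control 100, at or above a set limit in every replicate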;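 further: luciferase carries N-glycosylation sites so blocking glycosylation raises the light; 0% = median of neutral control wells and 100% = median of 100 nM tunicamycin wells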
ABCB6 inh 2: inhibitors of human ABC transporter ABCB6. Q9NP58. K562-ABCB6 porphyrin accumulation, flow cytometry, 1 h; active compounds read low. fluorescence ratio to DMSO, % at 10 µM. 360,000 compounds, 0.19% hits. AID 602162;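 active means fluorescence ratio to DMSO below 75%, the collection mean minus 3 SD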;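 further: signal is porphyrin accumulated inside mitochondria; 100% equals median channel fluorescence of DMSO control wells; lower ratio means ABCB6 inhibition with less porphyrin fluorescence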
MC4R barr agon: human MC4R agonism via beta-arrestin | U2OS MC4R beta-arrestin complementation, luminescence; percent of melanotan II response, DMSO zero | 360,000 compounds, 0.98% hits | activation, % at 8.9 µM | AID 540308;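 active means activation above a per-plate cutoff, the mean activation of sample wells on that plate plus 3 SD, cut at about 8% in these data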
Vif imaging: blocks HIV Vif function | HEK293T cells, Vif self-association by quenched fluorescence, imaging, 24 h | inhibition, % at 7.49 µM | 340,000 compounds, 0.35% hits; in the data active means inhibition above about 50%, passing the limit was not always enough; further: some results filed as inactive read as strong as hits
aDG glyco up: increases alpha dystroglycan glycosylation; Pro5-aDG cells, alpha-DG glycosylation AlphaScreen (IIH6); 0% Pro5, 100% B10-LARGE cell signal; activation, % at 10 µM; 360,000 compounds, 0.22% hits; AID 624168;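 active means activation of at least 8% versus controls, or a plate z-score of at least 8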;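 further: Pro5 are CHO cells carrying HIG-tagged alpha-DG that lacks glycosylation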
* hit, by the source's call.

CC1C(=O)N(Cc2cn(Cc3ccco3)nn2)CCS(=O)(=O)N1Cc1ccc(-c2ccncc2)cc1 (stereo not drawn) was read as m5-HT2A agonist 5.3, PDI inh -1.0, CaV13 FRET inh -1.1, MC4R antagonist 9.1, H9c2 protect -0.4, N-glyco inh 0.9, ABCB6 inh 2 97.0, MC4R barr agon -0.4 and aDG glyco up -0.2.
`COc1ccc(Cl)cc1S(=O)(=O)NC(C)C(=O)NCCN1CCOCC1` (stereo not drawn) gave m5-HT2A agonist -2.1, PDI inh 6.6, CaV13 FRET inh -6.6, MC4R antagonist 2.0, H9c2 protect 0.8, N-glyco inh 2.6, ABCB6 inh 2 96.0, MC4R barr agon 0.0, Vif imaging 13.7 and aDG glyco up -0.3.
Screening Cc1c(C(=O)Nc2ccccn2)oc2c(Cl)cccc12 returned m5-HT2A agonist 4.3, PDI inh -0.7, CaV13 FRET inh -6.3, MC4R antagonist -2.3, H9c2 protect -0.5, N-glyco inh 2.9, ABCB6 inh 2 98.0, MC4R barr agon -3.4 and aDG glyco up -0.1.
Cc1cc(C)n(CCc2nc(-c3cc4ccccc4o3)cs2)n1 was read as m5-HT2A agonist 2.5, PDI inh 1.9, CaV13 FRET inh 0.3, MC4R antagonist 2.1, H9c2 protect -23.5, N-glyco inh -2.9, ABCB6 inh 2 105.0, MC4R barr agon 3.0, Vif imaging -17.0 and aDG glyco up 0.7.
`Cc1cccc(C(=O)NC2CCN(CC(=O)NCc3ccccc3F)CC2)c1` gave m5-HT2A agonist -7.9, PDI inh -2.2, CaV13 FRET inh -4.5, MC4R antagonist 21.3, H9c2 protect -2.2, N-glyco inh -0.8, ABCB6 inh 2 95.0, MC4R barr agon -1.7, Vif imaging -5.4 and aDG glyco up 0.0.
`CN1CCc2c(sc(NC(=O)CS(=O)(=O)c3ccc(F)cc3)c2C(N)=O)C1` gave m5-HT2A agonist -4.1, PDI inh -2.2, CaV13 FRET inh -6.1, MC4R antagonist 15.0, H9c2 protect -0.6, N-glyco inh 0.0, ABCB6 inh 2 97.0, MC4R barr agon -3.0, Vif imaging -1.7 and aDG glyco up -0.5.
`COc1ccc(N2CCN(C(=O)C34CCC(C)(C(=O)C3)C4(C)C)CC2)cc1` (stereo not drawn) gave m5-HT2A agonist 2.1, PDI inh 4.4, MC4R antagonist 2.3, H9c2 protect 2.5, N-glyco inh -0.2, ABCB6 inh 2 101.0, MC4R barr agon 1.2, Vif imaging -10.8 and aDG glyco up 0.1.
Screening Cc1c(-c2csc(N)n2)c2ccccc2n1C returned m5-HT2A agonist -7.1, PDI inh -4.7, CaV13 FRET inh -10.3, MC4R antagonist 20.1, H9c2 protect -6.4, N-glyco inh 2.5, ABCB6 inh 2 109.0, MC4R barr agon 0.8, Vif imaging 13.5 and aDG glyco up 0.0.
`CCCCOc1ccc(C(=O)NNC(=O)c2cnccn2)cc1OC` gave m5-HT2A agonist 3.4, PDI inh 6.0, CaV13 FRET inh -5.6, MC4R antagonist 1.5, H9c2 protect 22.9, N-glyco inh -3.2, ABCB6 inh 2 102.0, MC4R barr agon -2.4, Vif imaging -11.1 and aDG glyco up 0.8.
For COc1ccc(/C=C2/CCCC(C(=O)C(F)(F)F)=C2O)cc1OC the results were m5-HT2A agonist -1.5, PDI inh 0.2, CaV13 FRET inh -4.6, MC4R antagonist 7.5, H9c2 protect 4.2, N-glyco inh 0.5, ABCB6 inh 2 107.0, MC4R barr agon -2.2, Vif imaging 1.8 and aDG glyco up 0.1.
Screening C[C@@H]1CN([C@@H](C)CO)S(=O)(=O)c2ccc(Br)cc2O[C@@H]1CN(C)S(=O)(=O)c1cn(C)cn1 returned m5-HT2A agonist 17.1*, PDI inh -7.0, CaV13 FRET inh -8.2, MC4R antagonist 0.7, H9c2 protect 5.2, N-glyco inh 1.3, ABCB6 inh 2 105.0, MC4R barr agon 0.1, Vif imaging -8.7 and aDG glyco up 0.3.
`CC(=O)NCCOc1nc(N(C)C)nc(N2CCCCC2)n1` gave m5-HT2A agonist 2.4, PDI inh 0.2, CaV13 FRET inh -3.0, MC4R antagonist -1.0, H9c2 protect 6.0, N-glyco inh -0.6, ABCB6 inh 2 102.0, MC4R barr agon -1.2, Vif imaging -0.1 and aDG glyco up 0.0.
For N#CCc1ccc(NC(=O)CSc2nnc(C3CC3)n2C2CC2)cc1 the results were m5-HT2A agonist 0.4, PDI inh -3.0, CaV13 FRET inh -2.6, MC4R antagonist 3.8, H9c2 protect 4.2, N-glyco inh -0.1, ABCB6 inh 2 89.0, MC4R barr agon -0.4, Vif imaging 1.1 and aDG glyco up -0.1.
`COc1ccc2cc1Oc1ccc(cc1)C[C@H]1c3c(cc4c(c3Oc3cc5c(cc3OC)CCN(C)[C@@H]5C2)OCO4)CCN1C` gave m5-HT2A agonist -4.6, PDI inh -9.4, CaV13 FRET inh -5.8, MC4R antagonist 1.0, H9c2 protect -33.4, N-glyco inh -5.7, ABCB6 inh 2 93.0, MC4R barr agon 0.2, Vif imaging -6.1 and aDG glyco up -0.2.
For CCC(C)(C)C(=O)Nc1ccc(C(N)=O)cc1 the results were m5-HT2A agonist 0.5, PDI inh -7.8, CaV13 FRET inh -1.2, MC4R antagonist 4.8, H9c2 protect 8.3, N-glyco inh 0.5, ABCB6 inh 2 101.0, MC4R barr agon 1.1, Vif imaging -1.8 and aDG glyco up 0.1.
Screening Cc1ccc(C2=NOC(C)(c3nnc(-c4ccc(F)cc4)o3)C2)cc1 (stereo not drawn) returned m5-HT2A agonist 2.5, PDI inh -4.8, CaV13 FRET inh -4.4, MC4R antagonist -2.8, H9c2 protect -6.7, N-glyco inh 0.9, ABCB6 inh 2 98.0, MC4R barr agon 0.9, Vif imaging -2.1 and aDG glyco up 0.2.
For O=C(Nc1ccc(F)cc1F)C1(c2cccs2)CCOCC1 the results were m5-HT2A agonist 4.5, PDI inh -3.0, CaV13 FRET inh -1.8, MC4R antagonist 4.6, H9c2 protect -0.4, N-glyco inh -0.2, ABCB6 inh 2 96.0, MC4R barr agon -1.3, Vif imaging -3.6 and aDG glyco up -0.1.
Screening CC(Nc1cc(N2CCN(C(=O)C(C)(C)C)CC2)ccc1[N+](=O)[O-])c1ccccc1 (stereo not drawn) returned m5-HT2A agonist -3.0, PDI inh 3.4, CaV13 FRET inh -5.5, MC4R antagonist 1.6, H9c2 protect 26.1, N-glyco inh -8.9, ABCB6 inh 2 93.0, MC4R barr agon -3.6, Vif imaging -5.6 and aDG glyco up -0.4.
`CCCC1C(=O)N2C(N(C)C)=Nc3ccc(C)cc3N2C1=O` (stereo not drawn) gave m5-HT2A agonist 6.3, PDI inh -6.7, CaV13 FRET inh -5.0, MC4R antagonist 8.1, H9c2 protect -1.4, N-glyco inh 2.7, ABCB6 inh 2 94.0, MC4R barr agon 1.0, Vif imaging 3.8 and aDG glyco up 0.4.
For CCOc1ccc2nc(-c3ccccc3)nc(SCC(=O)OC)c2c1 the results were m5-HT2A agonist 2.9, PDI inh 11.4, CaV13 FRET inh -20.8, MC4R antagonist 3.4, H9c2 protect -6.4, N-glyco inh 0.3, ABCB6 inh 2 97.0, MC4R barr agon -0.6, Vif imaging 10.0 and aDG glyco up 0.2.
For C=CCNC(=O)c1ccc(OC)cc1OC the results were m5-HT2A agonist 1.4, PDI inh -9.9, MC4R antagonist -1.6, H9c2 protect -10.0, N-glyco inh 2.5, ABCB6 inh 2 95.0, MC4R barr agon -1.2, Vif imaging 7.8 and aDG glyco up -0.1.
Screening COc1ccc(CCNC(=O)C(=O)NCC2OCCN2S(=O)(=O)c2ccc(F)cc2)cc1OC (stereo not drawn) returned m5-HT2A agonist 3.6, CaV13 FRET inh -3.0, MC4R antagonist 11.0, H9c2 protect 5.3, N-glyco inh -0.9, ABCB6 inh 2 99.0, MC4R barr agon -0.1, Vif imaging -1.1 and aDG glyco up -0.1.
Screening COc1ccc(-c2coc3c(C(=O)NCc4ccc(F)c(F)c4)cccc23)c(C)c1 returned m5-HT2A agonist -6.9, PDI inh -0.7, CaV13 FRET inh -5.0, MC4R antagonist 2.9, H9c2 protect -7.1, N-glyco inh -8.1, ABCB6 inh 2 98.0, MC4R barr agon 2.7, Vif imaging -15.4 and aDG glyco up 2.6.
Screening CCCCCCCCCC[N+](C)(C)CC/C=C1/c2ccccc2Sc2ccc(Cl)cc21 returned m5-HT2A agonist -5.6, PDI inh 11.3, MC4R antagonist 41.0*, H9c2 protect -19.7, N-glyco inh 9.3, ABCB6 inh 2 103.0, MC4R barr agon 17.4*, Vif imaging -3.6 and aDG glyco up -0.2.
For CC(C)(C)c1ccc(NC(=O)Cn2cnc3cc([N+](=O)[O-])ccc3c2=O)cc1 the results were m5-HT2A agonist -3.7, PDI inh 18.1, CaV13 FRET inh -4.0, MC4R antagonist -4.1, H9c2 protect 6.0, N-glyco inh -0.3, ABCB6 inh 2 103.0, MC4R barr agon 0.0, Vif imaging 1.5 and aDG glyco up 0.2.
`COc1ccc(/C(N)=N/OC(=O)/C=C/c2ccccc2)cc1` gave m5-HT2A agonist 7.0, PDI inh -14.8, CaV13 FRET inh 4.8, MC4R antagonist -5.8, H9c2 protect -10.7, N-glyco inh 1.8, ABCB6 inh 2 99.0, MC4R barr agon -1.9, Vif imaging 0.7 and aDG glyco up -0.1.
For O=C1OC[C@H]2CCCN2C(=O)[C@@H](CC(=O)N(CCO)Cc2ccccc2)C/C=C\CC[C@@H]1Cc1ccc(F)cc1 the results were m5-HT2A agonist -8.0, PDI inh 3.5, CaV13 FRET inh -4.7, MC4R antagonist 9.3, H9c2 protect 0.4, N-glyco inh 3.5, ABCB6 inh 2 96.0, MC4R barr agon -1.1, Vif imaging -11.6 and aDG glyco up 0.0.
Screening CN(CC(=O)NCCN1CCCCCC1)S(=O)(=O)c1cccc2nsnc12 returned m5-HT2A agonist 2.2, PDI inh 5.2, CaV13 FRET inh -4.7, MC4R antagonist 1.8, H9c2 protect 4.3, N-glyco inh 0.4, ABCB6 inh 2 96.0, MC4R barr agon 0.8, Vif imaging 23.5 and aDG glyco up -0.2.
O=C(Cc1ccccc1F)Nc1ccc(SC(F)F)cc1 was read as m5-HT2A agonist 0.7, PDI inh 3.2, CaV13 FRET inh -5.1, MC4R antagonist 24.4, H9c2 protect -14.2, N-glyco inh -3.6, ABCB6 inh 2 102.0, MC4R barr agon -2.6, Vif imaging -6.6 and aDG glyco up 0.6.
CCOC(=O)c1c(NC(=O)CSc2nnnn2C)sc(CC)c1C was read as m5-HT2A agonist 2.3, PDI inh 6.0, CaV13 FRET inh -15.7, MC4R antagonist 7.7, H9c2 protect -3.4, N-glyco inh 0.0, ABCB6 inh 2 92.0, MC4R barr agon -0.9, Vif imaging -6.4 and aDG glyco up -0.4.

Assay outcomes from PubChem.

Compounds were not picked by outcome (roughly 3.6% active in at least one column).
